Source: PubChem
Apaf1 inhib: inhibitors of human Apaf-1 apoptosome, primary screen, biochemical, DEVD-Rh110 fluorescence, uHTS; reconstituted apoptosome caspase-3 activity; inhibition, % at 20 µM; 330,000 compounds, 0.71% hits; AID 489030, 2010; active means inhibition of at least 40% at 20 µM;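 further: plate controls were DMSO wells for no effect and DEVD-CHO caspase inhibitor wells for full effect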
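detection = Rh110 fluorescence intensity | test system = biochemical Apaf-1 apoptosome reconstitution | also added = cytochrome c and DEVD-Rh110 substrate | schedule = 30 min plus 50 min, RT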
mIAP activ: activators of mouse IAP, primary screen, biochemical, luminescence, uHTS; muIAP, CDP-Star luminescence, 30 min; active compounds read high; 1 = vehicle-only enzyme signal, 0 = enzyme-free wells; AID 2805, 2010; 330,000 compounds, 0.24% hits; activation factor at 10 µM; intestinal alkaline phosphatase [Mus musculus];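 active means activation factor of at least 2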; further: the source names both 10 and 20 µM as test concentration; values of inactives mirror those of a sister screen read the other way
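System: mouse IAP enzyme. Reagent: CDP-Star chemiluminescent phosphatase substrate. Benchmarks: DMSO wells, no-enzyme wells. Times: 30 min enzyme-substrate-compound incubation at room temperature. Detection: luminescence from enzymatic CDP-Star hydrolysis. Doses: test compounds delivered from DMSO solution.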
tim10-1 inh: growth inhibitors of tim10-1 mutant yeast, primary screen, luminescence, uHTS | S. cerevisiae tim10-1 ts strain growth, BacTiter-Glo, 24 h | inhibition, % at 20 µM | 330,000 compounds, 2.2% hits | AID 463190, 2010;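 active means inhibition of at least 40%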;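 further: mutant grown at 25 °C; 0% = DMSO wells with yeast and 100% = wells holding no yeast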
NALP3 yeast inh: NALP3 inflammasome inhibitors in reconstituted yeast, primary screen, luminescence, uHTS; Yeast reconstituted NLRP3/ASC/caspase-1, beta-gal luminescence, 24 h; inhibition, % at 10 µM; 330,000 compounds, 0.39% hits;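 active means inhibition of 50% or more; inactive means inhibition below 50%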;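 further: plate controls were induced DMSO wells for no effect and uninduced yeast grown without galactose for full effect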
TIM10 inh: growth inhibitors of isogenic TIM10 control yeast, primary screen, counter-screen for tim10-1 yeast inhibitor project, luminescence, uHTS; S. cerevisiae TIM10 strain growth, BacTiter-Glo luminescence, 24 h; inhibition, % at 10 µM; 330,000 compounds, 1.4% hits; AID 463195, 2010;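 active means inhibition of 40% or more at the single tested concentration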;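 further: wild-type TIM10 isogenic control strain grown at permissive 25 °C; 0% = DMSO yeast wells and 100% = minimal medium wells without yeast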
hIAP block: human IAP inhibitors, primary screen, biochemical, luminescence, uHTS | Intestinal-type alkaline phosphatase (Homo sapiens), P09923 | purified IAP, CDP-Star luminescence, 30 min | inhibition, % at 10 µM | 330,000 compounds, 0.12% hits;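 active means inhibition reaching a set limit with compound at 10 µM in the primary screen, cut at about 35% in these data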;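 further: plate controls were DMSO wells with enzyme for no effect and no-enzyme buffer wells for full effect; values of inactives mirror those of a sister screen read the other way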
Target sequence (P09923 whole entry, looked up): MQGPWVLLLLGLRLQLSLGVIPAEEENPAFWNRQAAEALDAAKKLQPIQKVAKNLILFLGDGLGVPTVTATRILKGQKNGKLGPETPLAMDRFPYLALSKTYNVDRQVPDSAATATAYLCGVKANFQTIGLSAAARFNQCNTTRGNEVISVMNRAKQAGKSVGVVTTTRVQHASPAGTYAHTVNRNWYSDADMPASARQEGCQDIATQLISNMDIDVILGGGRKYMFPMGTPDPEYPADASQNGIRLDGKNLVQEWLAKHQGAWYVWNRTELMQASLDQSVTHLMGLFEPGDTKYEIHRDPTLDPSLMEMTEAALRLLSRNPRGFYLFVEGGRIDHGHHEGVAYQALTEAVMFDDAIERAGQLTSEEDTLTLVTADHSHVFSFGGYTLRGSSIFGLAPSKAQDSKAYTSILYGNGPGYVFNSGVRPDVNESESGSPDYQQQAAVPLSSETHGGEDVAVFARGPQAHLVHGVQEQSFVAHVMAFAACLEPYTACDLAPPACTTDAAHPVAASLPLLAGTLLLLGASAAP
ATG4B inhibitor: ATG4B protease inhibitors, primary screen, biochemical, fluorescence, uHTS; Cysteine protease ATG4B (Homo sapiens), Q9Y4P1; ATG4B cleavage of LC3-PLA2, NBD-HPC fluorescence, 1 h; inhibition, % at 8.33 µM; 340,000 compounds, 0.51% hits; AID 504462, 2011; in the data active means inhibition above about 40%
Target sequence (Q9Y4P1 whole entry, looked up): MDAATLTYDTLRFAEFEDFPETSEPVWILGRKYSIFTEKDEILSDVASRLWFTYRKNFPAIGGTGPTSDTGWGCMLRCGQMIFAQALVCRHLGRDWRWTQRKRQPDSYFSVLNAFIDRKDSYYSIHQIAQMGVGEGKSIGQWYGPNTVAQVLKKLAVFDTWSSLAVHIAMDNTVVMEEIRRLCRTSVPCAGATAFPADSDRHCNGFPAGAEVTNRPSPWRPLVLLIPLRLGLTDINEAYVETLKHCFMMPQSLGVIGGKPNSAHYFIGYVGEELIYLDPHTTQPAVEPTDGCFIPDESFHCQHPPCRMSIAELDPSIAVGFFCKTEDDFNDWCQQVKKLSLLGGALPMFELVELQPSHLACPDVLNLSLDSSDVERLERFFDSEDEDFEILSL
hIAP activ: human IAP activators, primary screen, biochemical, luminescence, uHTS. Intestinal-type alkaline phosphatase (Homo sapiens), P09923. purified human IAP, CDP-Star luminescence, 30 min; active compounds read high; 1 = vehicle-only enzyme, 0 = enzyme-free background. activation factor at 10 µM. 330,000 compounds, 0.16% hits;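 active means activation factor of the enzyme at least 2-fold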; further: the source names both 10 and 20 µM as test concentration; values of inactives mirror those of a sister screen read the other way
mIAP block: inhibitors of mouse IAP, primary screen, biochemical, luminescence, uHTS | intestinal alkaline phosphatase [Mus musculus] | purified mouse IAP, CDP-Star luminescence, 30 min | inhibition, % at 10 µM | 330,000 compounds, 0.2% hits | AID 2806, 2010;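 active means inhibition of at least 40% at 10 µM in the primary screen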;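 further: plate controls were DMSO with enzyme for no effect and no enzyme wells for full effect; values of inactives mirror those of a sister screen read the other way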
Active calls of the source: *; · = no result given.

SMILES	Apaf1 inhib	mIAP activ	tim10-1 inh	NALP3 yeast inh	TIM10 inh	hIAP block	ATG4B inhibitor	hIAP activ	mIAP block
Cc1sc(C(C2C(=O)CC(C)(C)CC2=O)C2C(=O)CC(C)(C)CC2=O)cc1[N+](=O)[O-]	5	0.85	44*	38	37	3	-15	0.97	15
COC(=O)c1cc(NC(=O)CC2NCCNC2=O)cc(C(=O)OC)c1 (centres undefined)	-9	0.89	11	3	-16	0	-3	1	12
CCOC(=O)C1=C(C)N=c2s/c(=C/c3cccc(OCC(=O)O)c3)c(=O)n2C1c1ccc(F)cc1 (centres undefined)	11	0.92	18	38	18	11	·	0.89	8
CCOc1ccc2c(c1)[nH]c(=S)n2C	2	1.1	8	-10	5	-17	4	1.2	-5
Cc1cc(C)cc(N=c2c([N+](=O)[O-])nn(-c3cccc(Cl)c3)n2O)c1	-2	0.83	34	17	37	5	-11	0.95	17
Cn1cnnc1SCC(=O)Nc1ccc(F)cc1	-1	1.2	13	3	-3	16	0	0.84	-15
c1ccc(-c2nnc(SCCC3OCCCO3)o2)cc1	10	0.95	27	24	-17	9	-14	0.91	5
Cc1cc(/C=C(\C#N)C(=O)Nc2ccccc2F)c(C)[nH]1	2	0.83	21	16	1	-15	-3	1.2	17
Cc1ccc(NC(=O)Cn2nc(C(=O)O)c3ccccc3c2=O)c([N+](=O)[O-])c1	4	1.1	-9	-1	-15	8	3	0.92	-10
COC(=O)c1nc(N)sc1C	6	0.97	10	5	12	-10	5	1.1	2
Clc1ccc(Nc2ccc3ccccc3n2)cc1	10	0.92	54*	-3	-8	-2	-6	1	8
CCOC(=O)c1c(NC(=S)N2CCCCC2)sc2c1CCN(C(=O)OCC)C2	-4	0.95	12	5	17	-20	1	1.2	5
COc1ccc2cc(C(=O)O)ccc2c1	-9	0.93	14	27	4	16	-1	0.84	7
CC(C)NC(=O)CSc1nnc2sc3ccccc3n12	-13	0.93	2	1	-1	18	-4	0.82	7
CNS(=O)(=O)c1cccc(C(=O)Nc2cccnc2)c1	-2	0.94	-7	20	-2	-3	5	1	6
Cc1ccc(S(=O)(=O)N2C(=O)CCC2C(=O)O/N=C(\N)c2ccccc2)cc1 (centres undefined)	17	1	14	19	-10	6	2	0.94	-2
COc1cccc(C2NC(CC(C)C)(C(=O)O)C3C(=O)N(Cc4ccccc4)C(=O)C23)c1O (centres undefined)	3	1.1	-8	3	7	-14	-2	1.1	-9
O=C(CCN1CCCCCC1)c1ccccc1	-1	0.92	18	20	-2	-7	-3	1.1	8
CCn1c(=O)cc(OCC(=O)N2CCN(C(=O)c3ccco3)CC2)c2ccccc21	8	1.1	20	5	-2	2	-2	0.97	-6
CCN(C(=O)CSc1nc2cc(C(=O)O)ccc2c(=O)n1Cc1ccccc1)c1ccccc1	16	0.86	20	25	10	18	-12	0.82	14

Single values from the results shown.
hIAP activ with `CCN(C(=O)CSc1nc2cc(C(=O)O)ccc2c(=O)n1Cc1ccccc1)c1ccccc1` is entered as 0.82
hIAP block with `COc1ccc2cc(C(=O)O)ccc2c1` is entered as 16
ATG4B inhibitor with `CNS(=O)(=O)c1cccc(C(=O)Nc2cccnc2)c1` is entered as 5

(list continues)
SMILES	Apaf1 inhib	mIAP activ	tim10-1 inh	NALP3 yeast inh	TIM10 inh	hIAP block	ATG4B inhibitor	hIAP activ	mIAP block
CCOc1nc(SCCOc2ccc(Cl)cc2Cl)nc(N(C)C)n1	17	1	19	7	16	-2	5	1	-3
CC(=O)c1cnc(SCc2ccc(Cl)cc2)nc1C	10	0.95	4	10	-1	9	1	0.91	5
CCOC(=O)c1ccc(S(=O)(=O)N2CCN(CC(O)COc3ccc(C#N)cc3)CC2)cc1 (centres undefined)	6	0.95	37	13	16	11	-8	0.89	5
Cc1ccc(N2CC3=C(C2=O)C(c2ccccc2)NC(=O)N3C)cc1 (centres undefined)	-1	0.98	-15	16	-8	-11	6	1.1	2
CCOC(=O)N1CCC(NS(=O)(=O)c2ccc3c(c2)CCN3C(C)=O)CC1	9	1	-7	4	-26	3	-9	0.97	-5
CCCc1nnc(NC(=O)c2cccnc2)s1	-3	1	-15	23	-7	-4	3	1	-3
CCOc1ccc(C(=O)Nc2ccccc2NC(C)=O)cc1OCC	9	0.99	8	2	-7	-2	4	1	0
CN(C)c1ccc(/C=N/NC(=O)C(=O)N2CCCCCC2)cc1	0	1	15	6	-15	5	-11	0.95	-2
O=C(NCc1ccco1)c1cccc(F)c1	-14	0.9	6	5	3	-2	-3	1	10
Cc1ccccc1OCCC(=O)Nc1ccccc1C(=O)N1CCCCC1	4	0.97	24	21	-5	-7	-15	1.1	3

Part of the list above, reduced to mIAP activ:
| canonical_smiles | mIAP activ |
| --- | --- |
| Cc1ccc(N2CC3=C(C2=O)C(c2ccccc2)NC(=O)N3C)cc1 (centres undefined) | 0.98 |
| CCOC(=O)N1CCC(NS(=O)(=O)c2ccc3c(c2)CCN3C(C)=O)CC1 | 1 |
| CCCc1nnc(NC(=O)c2cccnc2)s1 | 1 |

Continued:
SMILES	Apaf1 inhib	mIAP activ	tim10-1 inh	NALP3 yeast inh	TIM10 inh	hIAP block	ATG4B inhibitor	hIAP activ	mIAP block
CCOC(=O)C(C(=O)Nc1nc2ccccc2s1)C1CCCCC1 (centres undefined)	24	0.9	-3	12	-42	-16	-8	1.2	10
CCc1ccc(C(=O)N2CCN(c3ccc(NC(=O)c4cccnc4)cc3)CC2)cc1	2	1.1	19	4	19	-4	0	1	-13
COc1ccc(S(=O)(=O)N2CCOCC2)cc1NC(=O)Cc1ccc(Cl)c(Cl)c1	25	1	21	14	-19	11	-11	0.89	-1
O=C(NCC1CCCO1)C(=O)NCC1CCCN1S(=O)(=O)c1ccccc1 (centres undefined)	7	0.91	-2	6	3	-1	5	1	9
CCOC(=O)C(CC)(CCC(=O)O)c1csc(Nc2ccc(C)cc2)n1 (centres undefined)	0	0.97	17	18	5	-4	4	1	3
COc1ccc(C(=O)NCc2nnc(SCC(=O)Nc3nc4ccccc4s3)o2)cc1	13	0.85	-2	-10	-17	13	-5	0.87	15
COc1ncccc1-c1nnn(-c2ccc(Cl)nc2)n1	3	1	-3	19	21	15	-5	0.85	0
COc1ccccc1NS(=O)(=O)c1cccc(C(=O)NNC(=O)C(C)NC(=O)c2ccco2)c1 (centres undefined)	-1	0.96	-13	10	-1	4	-45	0.96	4
Cc1ccc(S(=O)(=O)N(C)CC(=O)Nc2ccccc2N2CCCC2)cc1	7	1.1	32	14	18	1	14	0.99	-10
CN(C)c1ccc(NC(=O)c2cccc(C(=O)Nc3ccc(N(C)C)cc3)n2)cc1	28	0.82	11	17	7	21	-26	0.79	18
O=C(NCC(=O)N(c1ccccc1F)C(C(=O)NCC1CCCO1)c1ccccc1)c1ccco1 (centres undefined)	7	1	9	1	7	-9	-7	1.1	-4
S=C1SCN(Cc2ccco2)CN1Cc1ccco1	-1	0.89	11	27	15	6	6	0.94	11
O=C(CSc1ccccc1)N1CCN(c2ccccn2)CC1	-5	0.95	9	27	10	-15	-9	1.2	5
O=C1NC(Cc2ccccc2)c2nc3ccc(F)cc3c(=O)n2-c2ccccc21 (centres undefined)	9	0.94	13	32	4	7	·	0.93	6
O=C(N/N=C/c1ccccc1)C(O)c1ccccc1 (centres undefined)	-5	0.96	-2	3	-5	15	1	0.85	4
Cc1ccc2c(C)nc(Nc3nc(CSc4nc5ccccc5[nH]4)cc(=O)[nH]3)nc2c1	-71	0.94	5	24	4	-15	-9	1.1	6
COCc1ccc(C(=O)Nc2cccc(S(=O)(=O)N(C)c3ccccc3)c2)cc1	8	1.1	1	14	-2	-27	-6	1.3	-7
Cn1cc(Cl)c(C(=O)NC(=S)Nc2sc3c(c2C#N)CCCCC3)n1	8	0.8	12	3	27	2	-13	0.98	20
COc1cccc(NC(=O)COC(=O)c2c(F)cccc2F)c1	7	1.1	16	13	12	-1	-9	1	-5
COc1ccc(OC)c(C(=O)COC(=O)c2ccccc2O)c1	17	0.96	23	27	8	6	6	0.94	4
COc1ccc(N/C(C)=C/C(=S)Nc2ccccc2)cc1	4	0.76	41*	-9	15	-4	33	1	24
CCC1OC23CCCCC2C(C#N)(C(=N)O3)C1(C#N)C#N (centres undefined)	7	0.95	20	9	8	-6	2	1.1	5
Cc1ccccc1N(CC(=O)NCCSCc1ccccc1)S(C)(=O)=O	-16	0.93	8	14	-4	16	-4	0.84	7
C/C(=N\N1C(C)CCCC1C)c1ccccc1O (centres undefined)	2	1	6	-6	9	18	-4	0.81	-2
O=C(/C=C/c1ccc(F)cc1)N1CC[C@@]2(O)CCCC[C@H]2C1	-2	0.96	17	2	8	-8	2	1.1	4
CCOc1ccc(CN2C(=O)c3ccccc3C2=O)cc1C(=O)N1CCC(C(N)=O)CC1	5	1	3	-11	0	-41	7	1.4	0
COc1ccc(O)c(C(=O)CC(=O)c2ccccc2)c1	15	0.98	23	48	17	-13	·	1.1	2
Cc1cc(C(=O)COC(=O)C2=COCCO2)c(C)n1-c1ccccc1	10	0.88	-8	-8	-4	4	0	0.96	12
O=C(Cc1cccs1)Nc1nc(-c2ccc(F)c(F)c2)cs1	12	1.1	-11	18	19	13	-24	0.87	-8
Cc1ccc(C(=O)COc2ccc3ccc(=O)oc3c2)cc1	-21	1	4	19	5	0	-2	1	-2
CN(CCO)c1nc2c(c(=O)n(Cc3ccc(Cl)cc3)c(=O)n2C)n1C	2	0.99	8	13	3	-4	-3	1	1
COc1ccc2c(c1)NC(c1ccc(N(C)C)cc1)c1cccn1-2 (centres undefined)	-1	1.1	39	16	36	1	1	0.99	-12
O=C(c1ccncc1)N1CCN(S(=O)(=O)c2cccc(C(F)(F)F)c2)CC1	1	1	-24	14	4	0	-1	1	-4
Cc1ccc(N2CCN(c3cc(C)nc4nc(C)nn34)CC2)c(C)c1	14	1.1	29	-1	-2	-41	-12	1.4	-6
CN1CCN(C(CNC(=O)C(=O)NC2CCCC2)c2ccc(F)cc2)CC1 (centres undefined)	3	0.97	-16	-4	-8	8	-4	0.92	3
O=C(Nc1ccccc1C(=O)O)c1cc(S(=O)(=O)N2CCCCC2)c(Cl)cc1Cl	11	1	6	10	13	-2	5	1	-1
CCOC(=O)c1c(C)[nH]c(C(=O)NCCc2ccc(OC)c(OC)c2)c1C	6	1.2	7	21	-5	8	-21	0.92	-25
O=C(CCNS(=O)(=O)c1ccc2ccccc2c1)NCCOc1ccccc1	11	1	19	14	16	15	-21	0.85	0
CC1CCC(C(C)C)C(OCC(O)CN2CCN(Cc3ccccc3)CC2)C1 (centres undefined)	9	1.1	-27	40	-40	9	8	0.91	-8
CCOC(=O)C1(Cc2cccc(Cl)c2)CCCN(C2CCN(C(C)=O)CC2)C1 (centres undefined)	-8	1	-6	15	-6	13	3	0.87	-3
